# CDK5 inh = CDK5/p35 (human) kinase inhibition | Q00535+Q15078 | Recombinant CDK5/p35, ADP-Glo luminescence, 60 min | inhibition, % at 10 µM | 330,000 tested, 0.01% active | AID 488839;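 active = highest replicate inhibition of at least 50% and at least 75% of replicates reaching 50%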;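 note: plate controls were DMSO neutral control for no effect and GW8510 at 10 µM for full effect; many of its hits are not listed in these tables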
# Target sequence (Q00535 whole entry, looked up): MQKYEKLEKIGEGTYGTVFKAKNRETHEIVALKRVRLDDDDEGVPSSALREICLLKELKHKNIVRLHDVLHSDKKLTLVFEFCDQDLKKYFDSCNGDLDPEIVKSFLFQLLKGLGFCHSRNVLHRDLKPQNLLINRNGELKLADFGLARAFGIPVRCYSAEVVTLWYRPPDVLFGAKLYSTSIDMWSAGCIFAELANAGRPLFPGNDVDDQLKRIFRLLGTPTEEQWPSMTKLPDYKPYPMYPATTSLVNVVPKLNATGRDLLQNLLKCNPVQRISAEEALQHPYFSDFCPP
# Target sequence (Q15078 whole entry, looked up): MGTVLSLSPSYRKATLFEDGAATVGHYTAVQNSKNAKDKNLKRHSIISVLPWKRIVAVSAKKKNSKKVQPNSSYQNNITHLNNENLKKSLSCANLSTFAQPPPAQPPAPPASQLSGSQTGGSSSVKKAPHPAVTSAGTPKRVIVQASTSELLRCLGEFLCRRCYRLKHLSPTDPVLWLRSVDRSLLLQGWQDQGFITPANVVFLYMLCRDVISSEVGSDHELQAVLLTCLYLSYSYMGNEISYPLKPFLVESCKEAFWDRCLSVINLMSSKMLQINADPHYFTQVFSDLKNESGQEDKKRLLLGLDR
# LANA DNA inh = inhibitors of KSHV LANA C-terminal domain DNA binding. MBP-C-LANA/FAM-LBS DNA binding, fluorescence polarization. 340,000 tested, 0.078% active. AID 504423. inhibition, % at 9 µM;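 active = highest replicate inhibition at or above 60% at 9 µM, even if other replicates fall short; inactive = all replicates below 60% inhibition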;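 note: 0% = neutral control wells and 100% = 4 µM acridine orange control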
# NSD2 HMT inh = inhibitors of human histone methyltransferase NSD2; O96028; NSD2 peptide methylation, AlphaScreen, 120 min; inhibition, % at 12.5 µM; 310,000 tested, 0.54% active; AID 743445; in the data active = inhibition above about 50%
# PfHsp90 set2 = reduces growth (ATP signal) of yeast expressing P. falciparum Hsp90; S. cerevisiae expressing PfHsp90, BacTiter-Glo ATP, 48 h; yeast lacking PDR1 and PDR3 efflux regulators; inhibition, % at 9.4 µM; 310,000 tested, 0.32% active; AID 504621;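 active = every replicate shows inhibition above about 80%, whatever the replicate mean, limit read from the data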;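 note: 0% = DMSO neutral controls and 100% = 20 µM radicicol positive controls; yeast relying on Plasmodium falciparum Hsp90 in place of its own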
# Cardiac RTF inh = cardiac RTF calcium desensitization; 340,000 tested, 0.12% active; IANBD-labeled cardiac RTF, Ca2+ fluorescence; inhibition, % at 7.15 µM;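 active = inhibition above the mean inhibition of all tested compounds plus 3 SD, cut at about 17% in these data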;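 note: assay run at fixed EC70 calcium of 1.6 mM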
# Rtt109 HAT inh = inhibitors of Candida albicans Rtt109/Vps75 histone acetyltransferase; 330,000 tested, 0.16% active; purified Rtt109/Vps75, ThioGlo CoA-SH fluorescence, 4 h; inhibition, % at 34.9 µM; Q5AAJ8;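 active = inhibition of at least 50% in every replicate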
# dFosB activator = enhances mouse delta FosB homodimer DNA binding | P13346 | purified delta FosB, TAMRA-CDK5 oligo fluorescence polarization; percent of positive-control signal above neutral wells | activation, % at 25 µM | 340,000 tested, 0.99% active;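 active = mean activation above about 17%, with every replicate also reaching it, limit read from the data, passing the limit was not always enough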;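 note: fluorescence polarization rise as delta FosB binds a TAMRA Cdk5 AP-1 oligo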
# Target sequence (P13346 whole entry, looked up): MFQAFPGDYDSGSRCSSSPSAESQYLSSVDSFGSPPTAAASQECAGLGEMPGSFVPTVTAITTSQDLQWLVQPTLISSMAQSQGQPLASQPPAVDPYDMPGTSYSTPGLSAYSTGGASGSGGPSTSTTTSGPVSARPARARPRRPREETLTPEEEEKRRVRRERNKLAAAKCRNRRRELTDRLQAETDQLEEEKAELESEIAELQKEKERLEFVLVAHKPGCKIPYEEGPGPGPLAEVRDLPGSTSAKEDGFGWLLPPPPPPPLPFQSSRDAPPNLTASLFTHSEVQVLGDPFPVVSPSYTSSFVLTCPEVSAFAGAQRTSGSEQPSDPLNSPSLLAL
# SUMO Mot1 rescue = blocks SUMOylation pathway, rescuing yeast Mot1-301 growth | S. cerevisiae Mot1-301 growth rescue, ATP luminescence, 38.5C; percent above DMSO median, 100 means doubled | growth rescue, % at 18.8 µM | 320,000 tested, 1% active;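 active = every valid replicate shows activation above 250% relative to neutral control wells; inactive = the rest, any valid replicate at or below 250%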;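 note: OY570 slx delta 5 strain wells were the positive control but not used for scaling; some compounds called inactive have numbers as strong as hits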
# Keap1-Nrf2 PPI = inhibitors of human Keap1-Nrf2 protein-protein interaction | Q14145 | Keap1 Kelch-Nrf2 peptide fluorescence polarization, 1536-well | inhibition, % at 9.4 µM | 340,000 tested, 0.15% active | AID 504523; in the data active = inhibition above about 12%;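 note: human Keap1 Kelch domain with fluorescein labeled Nrf2 9mer peptide probe; 0% = neutral control wells and 100% = peptide positive control; higher means more block of Keap1 binding to Nrf2 peptide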
# cardiac RTF act = cardiac RTF calcium sensitization. P19429+P45379. IANBD-labeled TnC RTF fluorescence at EC20 calcium; 0% EC20 calcium, 100% full calcium. activation, % at 7.2 µM. 340,000 tested, 0.24% active;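 active = activation above the mean over all tested compounds plus 3 SD, cut at about 30% in these data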;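 note: rise in fluorescence read as greater calcium sensitivity of cardiac thin filaments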
# PvdQ inh = blocks Pseudomonas aeruginosa PvdQ acylase activity; 340,000 tested, 0.063% active; purified PvdQ acylase, fluorescence plate reader; inhibition, % at 10 µM; in the data active = inhibition above about 30%, passing the limit was not always enough;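 note: 0% = vehicle neutral wells and 100% = reference inhibitor wells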
# * marks the source's active call; other numbers are inactive results; · = not tested or not shown.
SMILES,CDK5 inh,LANA DNA inh,NSD2 HMT inh,PfHsp90 set2,Cardiac RTF inh,Rtt109 HAT inh,dFosB activator,SUMO Mot1 rescue,Keap1-Nrf2 PPI,cardiac RTF act,PvdQ inh
COc1ccc(CCn2c(=O)c3cccnc3n(Cc3ccc([N+](=O)[O-])cc3)c2=O)cc1OC,-4.9,0.6,2,26,-22,·,-5,·,1,-4,-9
O=C(NCC1(c2ccccc2)CCCC1)c1ccccc1Br,-0.4,0.8,-20,-9,6,21,-2,13,-4,-6,2
C=CCNC(=O)C(=O)NCC1CCCN1S(=O)(=O)c1cccs1 (stereo not given),0.7,0.3,0,·,-4,-9,4,-10,1,-2,-8
CCn1c(SCC(=O)NC2=NCCS2)nnc1C(C)NC(=O)c1ccc(Cl)cc1 (stereo not given),0.0,-0.9,-1,-2,-28,1,-15,5,1,-7,6
Cc1cc(F)ccc1NC(=S)NCCc1ccccc1,-1.1,-0.4,0,4,1,2,-9,-19,-1,-4,-2
Cc1ccc(NC(=O)CCC(=O)Nc2ccc(C)cc2)cc1,-0.3,2.0,-3,-21,2,3,-3,-16,-5,6,-3
Cc1scc(C(=O)N2CCN(c3ccc(Cl)cc3)CC2)c1C,0.1,0.6,4,-8,6,1,6,369,1,0,3
CCN(CC)C(=O)COC(=O)c1cc(-c2ccc(OC)cc2)nc2ccccc12,-3.6,-0.3,-8,17,-8,-7,-39,-31,3,2,2
Cc1ccc(C)c(S(=O)(=O)N2CCN(C(=O)CNC(=O)c3ccc4ccccc4c3)CC2)c1,1.1,·,1,7,0,·,11,21,·,-1,-6
COc1cc2[nH]c(=O)n(CCCCCC(=O)NC3CCCC3)c(=O)c2cc1OC,-1.5,0.1,·,-4,6,-3,1,-12,-1,5,-9
Cc1cc(C)n(C(=O)c2ccc([N+](=O)[O-])c(Cl)c2)n1,-0.4,-1.2,-2,20,-12,-5,6,-2,-1,0,-14
Cn1c(=O)c2c(nc(CN3CCOCC3)n2CCCO)n(C)c1=O,-0.2,2.3,1,·,-11,6,2,75,2,6,-10
NNc1nc(-c2ccccc2)cc(-c2ccccc2O)n1,1.6,-0.4,4,25,-5,13,-17,11,1,-3,-1
COc1ccc(NC(=S)N2CCN(C(=O)C3CCCO3)CC2)cc1 (stereo not given),-2.1,0.5,-1,-20,-2,-5,-2,-6,-2,0,-12
CCCC(=O)Oc1ccc(C2NC(=O)c3ccccc3O2)cc1 (stereo not given),-1.2,2.8,-1,-33,1,-1,4,19,-1,-6,3
C=CCNC(=S)Nc1ccccc1,-2.0,-0.8,·,·,1,7,-2,-4,3,1,-6
Cc1ccn2c(=O)nc(SCC(=O)NCCc3ccccc3)nc2c1,-2.8,1.3,-4,·,-2,-7,4,11,-1,0,-12
CC(=O)CSc1nnc(-c2ccc(S(=O)(=O)N3CCC(C)CC3)cc2)o1,0.2,-1.0,0,6,-8,2,9,3,-3,-2,-10
Cc1ccc2c(c1)N(C(=O)CCC(=O)N1CCCCC1)CCO2,-1.8,-1.2,·,-15,-7,-3,-2,12,-1,10,-25
O=C(CN1CCCCCC1)Nc1ccc([N+](=O)[O-])cc1Br,-0.1,-0.3,6,5,-3,11,-1,207,1,-8,2

# Sorted by the number under Keap1-Nrf2 PPI (ascending): four of the compounds above.
smiles	Keap1-Nrf2 PPI
Cc1ccc(NC(=O)CCC(=O)Nc2ccc(C)cc2)cc1	-5
COc1cc2[nH]c(=O)n(CCCCCC(=O)NC3CCCC3)c(=O)c2cc1OC	-1
O=C(CN1CCCCCC1)Nc1ccc([N+](=O)[O-])cc1Br	1
C=CCNC(=S)Nc1ccccc1	3

# Next structures
SMILES,CDK5 inh,LANA DNA inh,NSD2 HMT inh,PfHsp90 set2,Cardiac RTF inh,Rtt109 HAT inh,dFosB activator,SUMO Mot1 rescue,Keap1-Nrf2 PPI,cardiac RTF act,PvdQ inh
OCCN1CCOCCN(CCO)CCOCC1,0.9,0.6,0,-14,-4,17,-5,-3,-9,-6,9
CCN(C[C@H]1N[C@@](Cc2ccccc2)(C(=O)OC)[C@H]2C(=O)N(Cc3ccccc3)C(=O)[C@@H]12)C(=O)Nc1ccc(C(F)(F)F)cc1,-0.1,1.2,·,4,-9,-2,-9,-4,-3,2,-19
CCOC(=O)c1ccc(NC(=O)CCNS(=O)(=O)c2cccs2)cc1,-1.3,-0.6,-1,21,-11,9,-4,23,-6,-6,-6
Cc1cccc(S(=O)(=O)c2c(N)n(Cc3ccco3)c3nc4ccccc4nc23)c1,-1.2,1.1,-1,·,-26,·,-3,-11,-8,14,-13
COc1cc(-c2nc3oc4ccccc4c(=O)c3c(=O)n2Cc2ccco2)cc(OC)c1OC,-0.8,0.9,·,·,-1,7,-8,1,-1,4,10
Cc1ccc(CNC(=O)C2CCCN(S(=O)(=O)c3c(C)n[nH]c3C)C2)cc1 (stereo not given),2.9,3.0,1,-14,0,-1,-1,21,-6,3,-4
O=C(CN(Cc1ccccc1Cl)C(=O)CCC(=O)Nc1nccs1)NCC1CCCO1 (stereo not given),-1.8,-0.7,-2,0,0,-13,0,-6,-6,7,-3
Cc1cc(OCCN2CCOCC2)nc2ccccc12,-0.6,-0.8,3,6,-9,-13,2,75,-3,-5,3
Cc1c(C)c2ccc(Oc3ccc([N+](=O)[O-])cc3C(F)(F)F)c(C)c2oc1=O,1.0,1.6,2,5,-3,-7,-7,-6,1,2,-4
c1csc(-c2nnc(-c3ccc(N4CCOCC4)cc3)o2)c1,-0.1,0.5,-2,14,-9,-4,-4,9,5,-2,-23
O=C(COC(=O)c1cc[n+]([O-])cc1)Nc1ccc(Cl)cc1C(F)(F)F,-0.7,0.5,-5,·,2,9,0,-39,-4,7,-3
Cc1ccc(S(=O)(=O)Nc2nc(C)c(C)s2)cc1,0.2,0.6,·,9,-11,-2,6,9,4,-7,-14
COc1ccc(NC(=O)CSc2nnc(-c3ccccn3)n2N)cc1Cl,-0.9,-1.5,0,9,-6,-1,0,6,4,-4,-19
Cc1cc(C(=O)CSc2nnc(-c3ccc(F)cc3)o2)c(C)n1CC1COc2ccccc2O1 (stereo not given),2.4,-0.6,0,-14,9,-2,6,15,-6,1,4
COc1ccc(NC(=O)c2sc3nc(N4CCOCC4)c4c(c3c2N)CCCC4)c(OC)c1,-0.4,-1.5,1,-6,-1,-2,-3,-5,3,3,-9
CCc1c(C)nc2ncnn2c1N1CCC(C(=O)NCc2ccc3c(c2)OCO3)CC1,-2.0,1.1,1,·,-3,2,-1,-8,1,5,-12
O=C(CN1CCC(n2nnc3cc(F)ccc32)CC1)NCc1ccco1,1.1,1.2,·,3,1,19,-2,242,-2,-1,1
O=C(/C=C\NCC(=O)c1ccccc1)c1ccc(F)cc1,1.4,-2.3,2,14,-4,4,-4,-5,-8,3,-17
CCOCCn1c(SCc2ccc(C)cc2)nc2c1c(=O)[nH]c(=O)n2C,0.3,-0.7,·,10,-3,7,-8,-1,-5,6,4
CCOc1ccc2nc(N3CCCC(C(=O)NCCCN4CC(C)CC(C)C4)C3)sc2c1 (stereo not given),0.6,0.4,11,2,0,-8,-12,20,-1,2,-10

# Results in NSD2 HMT inh and cardiac RTF act (three entries from above):
Compound	NSD2 HMT inh	cardiac RTF act
CCc1c(C)nc2ncnn2c1N1CCC(C(=O)NCc2ccc3c(c2)OCO3)CC1	1	5
O=C(CN1CCC(n2nnc3cc(F)ccc32)CC1)NCc1ccco1	·	-1
O=C(/C=C\NCC(=O)c1ccccc1)c1ccc(F)cc1	2	3

# Next entries follow:
SMILES,CDK5 inh,LANA DNA inh,NSD2 HMT inh,PfHsp90 set2,Cardiac RTF inh,Rtt109 HAT inh,dFosB activator,SUMO Mot1 rescue,Keap1-Nrf2 PPI,cardiac RTF act,PvdQ inh
Cc1ccc(-n2cccn2)c(CN2CCCC(C(=O)c3sccc3C)C2)c1 (stereo not given),2.3,-1.7,·,·,6,8,-10,-16,-6,-1,-10
CSc1ccc(CNC(=O)CCn2ccc3cc(S(=O)(=O)N4CCCC4)ccc32)cc1,0.4,0.8,2,-24,-3,1,-3,-10,-3,-2,-11
Cc1ccc(C2C(C(=O)c3cc4ccccc4o3)=C(O)C(=O)N2c2cc(C)on2)cc1 (stereo not given),-1.4,-0.2,-5,9,-4,3,-6,-22,1,0,-13
O=C(Nc1nc(-c2ccccc2)cs1)c1cccc(S(=O)(=O)N2CCN(Cc3ccccc3)CC2)c1,·,-1.3,-2,-8,11,-6,3,69,5,-3,0
CCCCc1ccc(NC(=O)CSCc2cc(=O)[nH][nH]2)cc1,0.7,-0.8,15,-38,-9,-5,-3,8,3,-3,-12
O=C(Nc1cc(Br)ccc1O)c1cc(-c2ccco2)on1,-0.2,-0.3,1,-7,-5,-4,7,58,3,2,3
CC(=O)N1N=C(c2ccc(C)cc2)OC1c1ccc(C)cc1 (stereo not given),-0.8,0.4,-1,5,-9,-25,1,-5,3,0,-6
CN1C(=O)C(C)(C)c2cc(S(=O)(=O)N3CCN(c4ccccc4F)CC3)ccc21,0.0,-2.2,·,9,-5,12,-4,3,0,8,-1
COCCNc1cc(C)nc2c(-c3ccccc3OC)c(C)nn12,-1.8,-0.6,·,-25,-3,14,4,12,-4,1,10
COc1cccc(CNC(=O)CCS(=O)(=O)c2ccc3c(c2)oc(=O)n3C)c1,1.0,0.2,-2,-3,0,-5,0,38,1,0,-14
Cc1ccc(C(=O)O)cc1NC(=O)Nc1cccc2ccccc12,-3.3,0.8,-1,-26,-6,-16,-6,-6,-5,6,-18
CCOCCCNC(=O)c1ccc2c(c1)ncn2-c1ccc(CC)cc1,1.5,2.9,0,14,-4,-1,-11,-14,-5,8,-8
C=CCn1c(C(C)C)nc2ccccc21,2.8,0.3,-1,·,-4,3,-14,0,2,0,-14
